# IL1B secr inh – qHTS for Inhibitors of Inflammasome Signaling: IL-1-beta AlphaLISA Primary Screen; THP-1 LPS/ATP IL-1B secretion, AlphaLISA, 16 h; stronger effect = lower value; activity change, % at 57.5 µM; 4.7% of 360,000 active; AID 743279, 2014; in the data active = activity change below about -50%; inconclusive = mostly about -30% to -49%; note: % is set by controls: 0 for no effect and ±100 for the full control effect
#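 THP-1 cells pretreated 1 hr with compounds (up to 57.5 uM final), then stimulated with LPS (250 ng/mL final) plus ATP (1.25 mM final); secreted IL-1B measured by AlphaLISA after 16 hr, decreased signal indicating inhibition.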
# HT1080 IDH1KD tx – qHTS for induction of synthetic lethality in tumor cells producing 2HG: qHTS for the HT-1080-IDH1KD cell line; HT-1080 IDH1 knockdown viability, ATP luminescence, 48 h; Potency, µM (titrated, usually from 46.1 µM), without a hit: top-dose activity, negative = toxicity, usual class: cytotoxic; 2% of 360,000 active; AID 686971, 2013;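 note: potency is the fitted concentration of half-maximal effect; 0% = DMSO wells and -100% = cell-free medium wells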
#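 Viability of IDH1-knockdown HT-1080 fibrosarcoma cells was assessed by CellTiter-Glo after 48 h at 37 °C with titrated compound; concentration-effect curves were classified by fit quality and response size.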
# MCF10A rerep – A quantitative high throughput screen for small molecules that induce DNA re-replication in MCF 10a normal breast cells | MCF 10A DNA re-replication, Hoechst nuclear intensity, 48 h | Potency, µM (doses to about 46.1 µM), for inactives: top-dose activity, positive = re-replication, hits mostly activators | 2.9% of 350,000 active; note: potency is the fitted concentration of half-maximal effect; % of control where 0% means no effect; nearly all actives have a fitted effect of over 50% in size
# KB-V1 cytotox – qHTS assay for MDR1-selective chemotherapeutics: Primary screen using the drug-selected MDR subline cells KB-V1; KB-V1 MDR cells viability, CellTiter-Glo, 72 h; Potency, µM (titrated, usually from 46.1 µM), without a hit: at the top dose activity change, negative = cytotoxicity, most hits filed as cytotoxic; 3.4% of 400,000 active; AID 1347076, 2019; note: potency is the fitted concentration of half-maximal effect; % is set by controls: 0 for no effect and ±100 for the full control effect; nearly all actives have a fitted effect of over 60% in size
#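 Potencies derive from concentration-effect curves fitted to normalized luminescence (CellTiter-Glo) of KB-V1 cells treated for 72 h at 37 degrees C in phenol-red-free DMEM containing 10% FBS.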
# HEK293 tox – qHTS of GLP-1 Receptor Inverse Agonists: Cytotox Screen; 0.13% of 410,000 active; AID 624418, 2012; Potency, µM (titrated, usually from 38.3 µM), for the others: at the top dose activity change, negative = inhibition, hits mostly inhibitors; HEK293 cAMP-luciferase reporter cells, luminescence, 24 h;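 note: loss of luciferase light is scored as toxicity; potency is the fitted concentration of half-maximal effect; % is set by controls: 0 for no effect and ±100 for the full control effect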
#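 To flag toxic compounds, the library was rerun on cells for 24 hr at 37 deg C and 5% CO2. Viability-linked luminescence was captured 12 min after adding luciferase detection reagent.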
# D3 ag – qHTS of D3 Dopamine Receptor Agonist: qHTS. D(3) dopamine receptor (Homo sapiens), P35462. D3R DiscoveRx beta-arrestin cells, luminescence, 90 min. max activation, %. 0.58% of 410,000 active. AID 652048, 2013; in the data active = max activation above about 30%; note: 0% is about no effect; mostly tested at two doses, the higher about 12 µM
# Target sequence (P35462 whole entry, looked up): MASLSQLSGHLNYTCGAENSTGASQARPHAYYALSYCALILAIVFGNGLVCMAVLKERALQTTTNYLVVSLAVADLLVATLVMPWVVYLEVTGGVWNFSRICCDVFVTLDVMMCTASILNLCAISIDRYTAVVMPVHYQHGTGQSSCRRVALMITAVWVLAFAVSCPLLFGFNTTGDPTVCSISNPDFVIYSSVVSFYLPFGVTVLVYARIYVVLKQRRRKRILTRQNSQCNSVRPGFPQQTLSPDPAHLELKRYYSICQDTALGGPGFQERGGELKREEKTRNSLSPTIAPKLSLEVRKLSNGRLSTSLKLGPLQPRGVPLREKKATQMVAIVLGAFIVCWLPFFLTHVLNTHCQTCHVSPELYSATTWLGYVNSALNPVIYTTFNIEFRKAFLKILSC
#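 Cells at 1500/well, incubated overnight, then treated with pinned compounds (dopamine as control) for 90 min at 37 degrees C. DiscoveRx reagent added for 30 - 60 minutes at room temperature; luminescence read.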
# KB-3-1 tox – qHTS assay for MDR1-selective chemotherapeutics: Primary screen using the parental adenocarcinoma cell KB-3-1 | KB-3-1 viability, CellTiter-Glo ATP luminescence, 72 h | 1.4% of 400,000 active | Potency, µM (top dose mostly 46.1 µM), without a hit: at the highest dose activity change, negative = cytotoxic, most hits filed as cytotoxic | AID 1347075, 2019; note: potency is the fitted concentration of half-maximal effect; % is set by controls: 0 for no effect and ±100 for the full control effect; nearly all actives have a fitted effect of over 60% in size
#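 Using CellTiter-Glo luminescence, growth of non-resistant KB-3-1 adenocarcinoma cells is assessed 72 h after pin-tool compound addition at 37 °C. Normalized responses across the concentration series yield fitted curves.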
# HT1080NT lethal – qHTS for induction of synthetic lethality in tumor cells producing 2HG: qHTS for the HT-1080-NT fibrosarcoma cell line. HT-1080-NT fibrosarcoma viability, CellTiter-Glo ATP luminescence, 48 h. Potency, µM (top dose mostly 46.1 µM), for inactives: at the highest dose activity, negative = less viability, usual class: cytotoxic. 1.6% of 360,000 active. AID 686970, 2013;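 note: NT is the 2HG producing partner of a matched IDH1 knockdown line; potency is the fitted concentration of half-maximal effect; 0% = DMSO-treated cells and -100% = media-only wells without cells; nearly all actives have a fitted effect of over 55% in size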
#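 Fibrosarcoma NT cells, 750 per well in 5% FBS RPMI, were exposed to compound for 48 hours. Viability: CellTiter-Glo luminescence.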
# SW480 rereplic – A quantitative high throughput screen for small molecules that induce DNA re-replication in SW480 colon adenocarcinoma cells. 1.8% of 340,000 active. SW480 DNA re-replication, Hoechst DNA content imaging, 48 h. Potency, µM (top dose mostly 46.1 µM), for inactives: at the highest dose re-replication activation, usual class: activators; note: potency is the fitted concentration of half-maximal effect; % of control where 0% means no effect; nearly all actives have a fitted effect of over 55% in size
#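 Quantitative HTS format with DMSO vehicle controls; 48 hr drug incubation at 37 C, then 40 min Hoechst staining and scanning imager measurement at 405 nm excitation.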
# Active calls of the source: *; ? = inconclusive; · = no result given; & = joins results of further samples; [ ] = another dose, or the depositor's remark. Unless noted, calls come from the whole dose curve; as a rule, active = well fitted curve in the direction sought with a large enough effect; inconclusive = small, poorly fitted or top-dose-only effect, or another doubt; inactive = no such curve, though single readings can be large; an effect the other way counts as inactive or inconclusive.
SMILES,IL1B secr inh,HT1080 IDH1KD tx,MCF10A rerep,KB-V1 cytotox,HEK293 tox,D3 ag,KB-3-1 tox,HT1080NT lethal,SW480 rereplic
CCCCC(=O)Nc1cccc(NC(=O)c2ccc3c(c2)OCO3)c1,-15,8%,1%,13µM*,-26%,-1,1%,-27%,-4%
CC(NC(=O)COC(=O)/C=C/c1ccc([N+](=O)[O-])cc1)c1ccccc1 (stereo unspecified),11,-14%,-7%,15%,-20%,6,20%,-8%,-1%
COc1ccc(C(=O)Nc2cc3c(cc2C#N)OCO3)cc1S(=O)(=O)N1CCN(C)CC1,0,-4%,-4%,-16%,3%,0,-12%,11%,-5%
Cc1cc(C(=O)C(=O)Nc2nnc(C(C)C)s2)c(C)n1-c1ccccc1,·,·,·,-5%,0%,-13,18%,·,·
Cc1cc(C)cc(N(CC(=O)O)S(=O)(=O)c2c(C)noc2C)c1,24,10%,-3%,-6%,51%[activator],-15,1%,3%,1%
COc1ccc(N2CCN(Cc3cc(=O)oc4cc(C)c(Cl)cc34)CC2)cc1,0,11%,-1%,18%,-5%,0,-6%,4%,2%
CC(C)Oc1ccc(C(CC(=O)N(C)CCC#N)c2ccc(F)cc2)cc1 (stereo unspecified),-7,-8%,-4%,?,-9%,-1,-1%,-5%,-2%
CCCCC(=NCCc1c(C)[nH]c2ccc(OC)cc12)C1=C(O)CC(c2ccccc2)CC1=O (stereo unspecified),9,2.3µM*,2.6µM*,5.8µM*,14%[0.307 µM],-2,3.7µM*,?,7.3µM*
Cc1ccc(Nc2nc(C(=O)N3CCC(C(=O)NC(C)C)CC3)cs2)cc1,0,-2%,-1%,?,1%,-3,-6%,0%,-12%
C[C@@H]1CN([C@H](C)CO)C(=O)c2cc(NC(=O)Cc3ccccc3)ccc2O[C@H]1CN(C)Cc1ccc(Oc2ccccc2)cc1,?,?,16µM*,?,?,-17,?,?,?
CCC(C)n1c(-c2cccc(S(=O)(=O)N(CC)CC)c2)n[nH]c1=S (stereo unspecified),4,8%,0%,?,5%,0,3%,6%,-3%
COc1ccc(S(=O)(=O)N2CCC(C(=O)NCC(=O)Nc3c(C)cccc3C)CC2)cc1OC,-16,-13%,?,-5%,20%,-16,6%,-7%,?
Cc1onc(-c2ccccc2)c1C(=O)c1c[nH]c(C(=O)NCc2ccccn2)c1,1,-7%,5%,?,3%,7,?,-4%,21%
O=CC1=C(N2CCOCC2)/C(=C/c2ccc(Cl)cc2)CC1,-19,-5%,12%,?,-7%,2,-1%,-1%,-32%[inhibitor]
CCC(C)c1ccccc1OCC(=O)NN1C(=O)c2ccccc2C1=O (stereo unspecified),25,?,7%,?,3%,6,-2%,?,-1%
CC(=O)n1c2ccccc2c2nc(NC(C)C)sc21,-29,8%,?,1%,-10%,3,4%,12%,-2%[9.22 µM]
CCOC(=O)C1CCCN(Cc2nc(N)nc(Nc3ccc(C)cc3)n2)C1 (stereo unspecified),-11,-12%,25%,0%,-5%,2,0%,0%,14%
COc1ccc(C(=O)N2CC(c3ccccc3)CC2=O)cc1 (stereo unspecified),-15,1%,-3%,-1%,-18%,-3,1%,9%,0%
CCN1c2ccccc2-c2nc(SCC(=O)NCc3ccc(Cl)cc3)ncc2S1(=O)=O,·,·,·,-6%,5%,-8,-4%,·,·
CC(C)NC(=O)N(O)C1N(C(C)C)C(=O)N(Cc2ccc3c(c2)OCO3)C1(C)C (stereo unspecified),13,9%,1%,9%,4%,19,-1%,5%,-3%
Cn1c(Cc2ccc3c(c2)OCO3)nnc1SCC(=O)N1CCc2ccccc2C1,0,-14%,-7%,16µM*,6%,-11,4%,0%,-2%
O=C(Cc1ccc(F)cc1)Nc1cc(S(=O)(=O)N2CCOCC2)ccc1N1CCCCC1,20,4%,·,-25%,2%,-1,4%,17%,·
S=C(NCc1ccco1)N1CCN(c2cccc(Cl)c2)CC1,0,-6%,-1%,-18%,7%,5,-5%,-13%,-9%
CC(=O)Nc1ccc(S(=O)(=O)NC2(C(F)(F)F)NC(=O)N(C3CCCCC3)C2=O)cc1 (stereo unspecified),2,9%,3%,8%,2%,2,12%,2%,0%
Cc1cc(C(=O)NCC(c2cccs2)N2CCOCC2)ccc1[N+](=O)[O-] (stereo unspecified),0,?,?,?,?,1,-3%,?,?

# Some of the entries above, set out differently:
> CC(=O)Nc1ccc(S(=O)(=O)NC2(C(F)(F)F)NC(=O)N(C3CCCCC3)C2=O)cc1 (stereo unspecified)
  IL1B secr inh: 2
  HT1080 IDH1KD tx: 9%
  MCF10A rerep: 3%
  KB-V1 cytotox: 8%
  HEK293 tox: 2%
  D3 ag: 2
  KB-3-1 tox: 12%
  HT1080NT lethal: 2%
  SW480 rereplic: 0%
> CC(=O)n1c2ccccc2c2nc(NC(C)C)sc21
  IL1B secr inh: -29
  HT1080 IDH1KD tx: 8%
  MCF10A rerep: ?
  KB-V1 cytotox: 1%
  HEK293 tox: -10%
  D3 ag: 3
  KB-3-1 tox: 4%
  HT1080NT lethal: 12%
  SW480 rereplic: -2%[9.22 µM]

# (more compounds)
SMILES,IL1B secr inh,HT1080 IDH1KD tx,MCF10A rerep,KB-V1 cytotox,HEK293 tox,D3 ag,KB-3-1 tox,HT1080NT lethal,SW480 rereplic
CCCCn1c(=O)[nH]c(=O)c2c1nc(-c1ccccc1F)n2Cc1ccccc1,-1,-9%,-10%,?,-7%,-5,-26%,?,-15%[1.84 µM]
CCOC(=O)/C(C#N)=C/Nc1ccccc1OC,?,9%,-4%,-20%,-1%,3,-4%,13%,-12%
CCc1nc2c(OCCC3CCCCC3)cccn2c1N(C)C(=O)c1ccncc1,20,7%,·,2%,7%,2,0%,-1%,·
Cc1nn(Cc2c(Cl)cccc2Cl)c(C)c1C(=O)NCc1ccc(C)n1C,-9,-1%,?,-5%,18%,-7,1%,-1%,-2%
COc1cc(C(=O)COC(=O)c2ccco2)cc(OC)c1OC,11,5%,2%,?,-5%,5,0%,5%,-4%
CCOC(=O)/C(=C\c1ccc(C)cc1)NC(=O)c1ccccc1,-5,22%,-8%,-2%,-1%,20,-13%,3%,-8%
CC(=O)Nc1ccc2c(c1)Cc1cc(N3C(=O)C=CC3=O)ccc1-2,-12,?,5.2µM*,-8%,?,-7,?,-12%,13µM*
Cn1cncc1C#Cc1c(C=O)n(C)c2ccccc12,30,-24%,?,-23%,9%,2,?,?,20%
CCOc1ccccc1Nc1sc(C(=O)c2ccc(Cl)cc2)c(N)c1S(=O)(=O)c1ccccc1,·,·,·,11%,-10%,10,-26%,·,·
COC(=O)c1nn(-c2ccc(OC)cc2)c(=O)cc1Sc1ccc(C)cc1,24,2%,?,-6%,2%,-3,16%,0%,7%
Cc1cccnc1NC(=O)c1ccc(Br)o1,13,5%,-1%,5%,-12%,2,1%,19%,3%
COC(=O)Cn1c(CCS(=O)(=O)c2ccc(C)cc2)nc2ccccc21,-4,?,3%,2%&4%,2%,0,0%&0%,-23%,2%
CCc1c(C)nc2c(Br)cccc2c1SCCC#N,3,-7%,?,-1%,-7%,3,?,-15%,-1%
CC1(C)Cc2nc3sc4c(SCC(=O)NCc5ccccc5)ncnc4c3cc2CO1,25,6%,2%,16%,-9%,1,9%,15%,-8%
O=C(COc1cccc(C(F)(F)F)c1)NNC(=O)Cn1c(=O)cnc2ccccc21,-2,16%,0%,7%,-20%,-1,10%,10%,-4%
Cc1nc2ccccn2c1-c1ccnc(=S)[nH]1,0,-7%,-8%,-6%,-18%,3,0%,-8%,-10%
O=C1CN(C(=O)c2ccc(F)cc2)c2ccccc2N1,6,0%,-6%,?,2%,6,6%,12%,-3%
O=C(Cn1cc([N+](=O)[O-])cn1)N1CCN(Cc2ccc3c(c2)OCO3)CC1,47,2%,7%,-22%,0%,2,0%,-1%,-4%
Cc1ccc(C)c(N2CCN(C(=O)c3cc4c(=O)oc5ccccc5c4s3)CC2)c1,·,·,·,7%,4%,-17,-9%,·,·
O=S(=O)(c1ccccc1)c1nc(-c2ccco2)oc1NCCN1CCOCC1,14,-2%,-1%,9%,-7%,-39,?,11%,-5%
CCc1ccc(C(CC(=O)O)N2Cc3ccccc3C2=O)cc1 (stereo unspecified),20,6%,-11%,25%,-6%,12,0%,5%,-4%
CC1(C)CC(NCc2ccccc2)CCO1 (stereo unspecified),-20,-2%,-1%,-11%,-1%,-13,2%,6%,-8%
CCOc1ccc(C(CCc2ccccc2)NC(=O)c2ccc(OC)c(OC)c2)cc1OCC (stereo unspecified),-7,-22%,-5%,-23%,9%,-11,-7%,1%,-1%
O=C(NNC(=O)c1nn(-c2ccc(F)cc2)ccc1=O)c1ccc(C(F)(F)F)cc1,6,-11%,1%,-13%,-1%,-2,-11%,-7%,-14%
Cc1cccc(S(=O)(=O)Nc2ccc(S(=O)(=O)Nc3nccs3)cc2)c1,-14,1%,-3%,0%,6%,0,-8%,-3%,5%
CCCCSc1nc2sc3c(c2c(=O)[nH]1)CCC3,-12,-2%,-9%,0%,12%,-5,-18%,1%,-11%
CCN(CC)CCNC(=O)c1ccc(NC(=O)COc2ccc3c(c2)CCC3)cc1,-5,-1%,?,-10%,-16%,-14,1%,-10%[9.24 µM],-7%
CSc1ccc(C(=O)/C=C/c2ccc(N)cc2)cc1,-99*,?,23µM*,?,-26%,7,?,?,?
CNc1oc(-c2cccs2)nc1C#N,-7,7%,2%,-16%,5%,1,1%,0%,1%
O=C(COc1cccnc1[N+](=O)[O-])Nc1ccc2c(c1)OC(F)(F)O2,0,-2%,-6%,-27%,19%,-4,-1%,2%,-6%

# Outcome played no part in choosing rows; any-hit rate near 11%.
